CIT2-GFP yeast = yeast TOR pathway CIT2-GFP modulation. S. cerevisiae CIT2-GFP strain, flow cytometry, 3 h; 100 means same as DMSO wells. GFP response vs DMSO, % at 10 µM. AID 2029. actives 0.065% (n = 320,000);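 active = GFP response relative to DMSO above a set limit, near the screen mean plus 3 SD, cut at about 150% in these data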;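 note: ratio of well median GFP fluorescence to mean of DMSO wells on the plate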
RPL19A-GFP yeast = yeast TOR pathway RPL19A-GFP modulation; S. cerevisiae RPL19A-GFP strain, flow cytometry, 3 h; hits give low values; percent response vs DMSO, % at 10 µM; actives 0.3% (n = 330,000);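 active = percent response vs DMSO below 50%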;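 note: median channel GFP fluorescence of the barcoded RPL19A-GFP strain; ratio of sample median GFP to plate DMSO average so 100% = DMSO; lower means less RPL19A-GFP as with rapamycin TOR inhibition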
MEP2 TOR yeast = alters MEP2-GFP fluorescence in TOR pathway yeast screen; actives 0.51% (n = 330,000); S. cerevisiae MEP2-GFP strain, flow cytometry GFP, 3 h; 100% = DMSO control level; GFP response vs DMSO, % at 10 µM;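 active = GFP response versus DMSO above a set limit, roughly screen mean plus 3 SD, cut at about 180% in these data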;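 note: median GFP fluorescence of the barcode-gated MEP2-GFP cells per well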
LAP4-GFP MLPCN = alters LAP4-GFP fluorescence in TOR pathway yeast screen. AID 2023. GFP response vs DMSO, % at 10 µM. S. cerevisiae LAP4-GFP multiplex, flow cytometry GFP, 3 h; median GFP as percent of DMSO wells. actives 0.34% (n = 320,000);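 active = GFP response vs DMSO above a set limit, about the screen mean plus 3 SD, cut at about 150% in these data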
CR mimetic SO = caloric restriction mimetics inhibiting age-related superoxide in yeast; actives 0.18% (n = 330,000); S. cerevisiae aged cells, superoxide DHE fluorescence; hits give low values; superoxide response (% of plate mean), % at 10 µM;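 active = superoxide response under a set limit, about three screen SD below normal, cut at about 65% in these data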;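 note: yeast aged for seven days with compound at 30 °C before DHE staining; 100% = average MFI of all compound-treated wells on the plate with controls excluded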
AHR activator = activators of human aryl hydrocarbon receptor; P35869; AHR-responsive luciferase reporter cells, luminescence; activation, % at 5 µM; actives 2.5% (n = 320,000); in the data active = activation above about 47%;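 note: 0% = vehicle wells and 100% = reference agonist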
Target sequence (P35869 whole entry, looked up): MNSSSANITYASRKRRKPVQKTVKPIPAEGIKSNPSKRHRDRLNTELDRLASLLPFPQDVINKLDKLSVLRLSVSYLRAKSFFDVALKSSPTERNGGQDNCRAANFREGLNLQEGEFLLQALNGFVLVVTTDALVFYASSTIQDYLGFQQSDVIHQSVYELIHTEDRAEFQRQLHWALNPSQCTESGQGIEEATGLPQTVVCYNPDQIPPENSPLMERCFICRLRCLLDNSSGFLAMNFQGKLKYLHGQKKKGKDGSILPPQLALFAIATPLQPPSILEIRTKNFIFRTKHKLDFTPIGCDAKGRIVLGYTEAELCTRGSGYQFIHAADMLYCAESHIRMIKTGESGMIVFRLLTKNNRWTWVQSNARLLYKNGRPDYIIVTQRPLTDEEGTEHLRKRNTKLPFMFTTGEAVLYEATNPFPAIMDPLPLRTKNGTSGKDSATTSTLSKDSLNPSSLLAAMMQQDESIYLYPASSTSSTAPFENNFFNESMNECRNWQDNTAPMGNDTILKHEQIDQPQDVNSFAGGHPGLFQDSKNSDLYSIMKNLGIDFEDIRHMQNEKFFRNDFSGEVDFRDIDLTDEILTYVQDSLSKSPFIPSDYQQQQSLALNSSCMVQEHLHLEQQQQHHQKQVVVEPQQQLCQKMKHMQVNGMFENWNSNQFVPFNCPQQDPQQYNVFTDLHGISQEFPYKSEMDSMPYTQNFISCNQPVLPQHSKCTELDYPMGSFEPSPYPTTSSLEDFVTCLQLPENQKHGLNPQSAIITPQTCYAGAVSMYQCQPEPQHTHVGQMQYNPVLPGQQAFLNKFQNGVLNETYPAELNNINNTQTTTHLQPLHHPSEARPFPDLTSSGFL
AGP1-GFP MLPCN = modulators of TOR pathway AGP1-GFP in S. cerevisiae; S. cerevisiae AGP1-GFP multiplex flow cytometry, 3 h; GFP as percent of DMSO wells; GFP response vs DMSO, % at 10 µM; actives 0.02% (n = 320,000);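 active = GFP response relative to DMSO above a set limit, near screen average plus 3 SD, cut at about 150% in these data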;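 note: median GFP channel fluorescence of the gated AGP1 strain per well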
Efflux pump mplx = antifungal efflux pump inhibition, Nile Red retention. S. cerevisiae Candida pump triplex. inhibition, % at 10 µM. actives 0.44% (n = 330,000);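 active = plate passing quality check with inhibition over a set limit, or well fluorescence over plate mean plus 4 SD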;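 note: Nile Red retained in pooled yeast measured as flow cytometry median fluorescence; 0% = buffer negative control and 100% = Enniatin B positive control; higher means more Nile Red kept so more efflux inhibition; some compounds called inactive have numbers as strong as hits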
Active calls of the source: *.

How did COc1ccc(-n2c(Cc3cccn3C)nnc2SCC(=O)Nc2nc(C)cs2)cc1 do in these assays?
CIT2-GFP yeast: 98; RPL19A-GFP yeast: 100; MEP2 TOR yeast: 114; LAP4-GFP MLPCN: 98; CR mimetic SO: 97; AHR activator: 2; AGP1-GFP MLPCN: 99; Efflux pump mplx: 0.1

Results for COC(=O)c1cc(NC(=O)Cc2coc3cc(OC)ccc23)cc(C(=O)OC)c1 ?
CIT2-GFP yeast: 86; RPL19A-GFP yeast: 97; MEP2 TOR yeast: 100; CR mimetic SO: 102; AHR activator: 4; AGP1-GFP MLPCN: 94; Efflux pump mplx: -0.3

Results for CCC(=O)OCCNc1cc(Sc2nc3ccccc3[nH]2)c2nonc2c1[N+](=O)[O-] ?
CIT2-GFP yeast: 93; RPL19A-GFP yeast: 94; MEP2 TOR yeast: 99; LAP4-GFP MLPCN: 94; CR mimetic SO: 96; AHR activator: 5; AGP1-GFP MLPCN: 93; Efflux pump mplx: -0.8

How did O=C(Nc1cc(S(=O)(=O)N2CCOCC2)ccc1OCC(F)(F)F)c1ccc(N2CCCC2=O)cc1 do in these assays?
CIT2-GFP yeast: 93; RPL19A-GFP yeast: 104; MEP2 TOR yeast: 104; LAP4-GFP MLPCN: 104; CR mimetic SO: 93; AHR activator: 0; AGP1-GFP MLPCN: 107; Efflux pump mplx: 0.1

Results for CC(NC(=O)c1ccccc1)C(=O)OCC(=O)N1c2ccccc2Sc2ccccc21 (configuration not stated) ?
CIT2-GFP yeast: 93; RPL19A-GFP yeast: 98; MEP2 TOR yeast: 119; LAP4-GFP MLPCN: 106; CR mimetic SO: 98; AHR activator: 2; AGP1-GFP MLPCN: 99; Efflux pump mplx: 0.0

How did CCOc1[nH]n(-c2ccccc2)c(=O)c1C=NCc1ccncc1 do in these assays?
CIT2-GFP yeast: 98; RPL19A-GFP yeast: 107; MEP2 TOR yeast: 108; LAP4-GFP MLPCN: 98; CR mimetic SO: 103; AHR activator: 45; AGP1-GFP MLPCN: 102; Efflux pump mplx: 0.1

What do the screens show for `COc1ccc(Br)cc1C(=O)Nc1ccccc1N1CCN(C(=O)c2ccccc2)CC1`?
CIT2-GFP yeast: 91; RPL19A-GFP yeast: 95; MEP2 TOR yeast: 91; LAP4-GFP MLPCN: 103; CR mimetic SO: 101; AHR activator: 3; AGP1-GFP MLPCN: 100; Efflux pump mplx: 0.0

What do the screens show for `CCN(Cc1ccccc1)S(=O)(=O)c1ccc(C(=O)N(CCCN(C)C)c2nc3c(C)c(C)ccc3s2)cc1`?
CIT2-GFP yeast: 79; RPL19A-GFP yeast: 89; MEP2 TOR yeast: 96; LAP4-GFP MLPCN: 80; CR mimetic SO: 102; AHR activator: 3; AGP1-GFP MLPCN: 82; Efflux pump mplx: 0.2

Results for COc1ccc(CCCC(=O)NC2CCCCC2)cc1 ?
CIT2-GFP yeast: 95; RPL19A-GFP yeast: 104; MEP2 TOR yeast: 104; LAP4-GFP MLPCN: 97; CR mimetic SO: 104; AHR activator: 4; AGP1-GFP MLPCN: 94; Efflux pump mplx: 0.3

How did CCN(C(=O)c1cccs1)c1nnc(-c2ccncc2)s1 do in these assays?
CIT2-GFP yeast: 113; RPL19A-GFP yeast: 96; MEP2 TOR yeast: 103; LAP4-GFP MLPCN: 101; CR mimetic SO: 94; AHR activator: 0; AGP1-GFP MLPCN: 23; Efflux pump mplx: 0.0

How did Cn1c(=O)c2c(ncn2CC(=O)N2CCN(c3ccccc3)CC2)n(C)c1=O do in these assays?
CIT2-GFP yeast: 106; RPL19A-GFP yeast: 101; MEP2 TOR yeast: 106; LAP4-GFP MLPCN: 103; CR mimetic SO: 94; AHR activator: 0; AGP1-GFP MLPCN: 108; Efflux pump mplx: 0.0

How did COc1ccc(-c2ccc3c(c2)S(=O)(=O)c2cccc(C(=O)NC4CCCC4)c2C3=O)cc1OC do in these assays?
CIT2-GFP yeast: 97; RPL19A-GFP yeast: 92; MEP2 TOR yeast: 101; LAP4-GFP MLPCN: 100; CR mimetic SO: 93; AHR activator: 1; AGP1-GFP MLPCN: 95; Efflux pump mplx: 0.3

How did COc1cc2c(cc1OC)C1(C)N(CC2)C(C(C)=O)=NN1c1ccc(Cl)cc1 (configuration not stated) do in these assays?
CIT2-GFP yeast: 102; RPL19A-GFP yeast: 99; MEP2 TOR yeast: 101; LAP4-GFP MLPCN: 115; CR mimetic SO: inactive; AHR activator: 2; AGP1-GFP MLPCN: 106; Efflux pump mplx: 0.0

Results for C/C=N\NC(=O)CNC(=O)CNC(=O)c1ccccc1 ?
CIT2-GFP yeast: 96; RPL19A-GFP yeast: 97; MEP2 TOR yeast: 99; LAP4-GFP MLPCN: 100; CR mimetic SO: 118; AHR activator: -1; AGP1-GFP MLPCN: 103; Efflux pump mplx: -0.1

How did CCc1ccccc1NS(=O)(=O)c1ccc2[nH]cc(C(=O)NCC3CCCO3)c(=O)c2c1 (configuration not stated) do in these assays?
CIT2-GFP yeast: 88; RPL19A-GFP yeast: 95; MEP2 TOR yeast: 97; LAP4-GFP MLPCN: 88; CR mimetic SO: 111; AHR activator: 6; AGP1-GFP MLPCN: 93; Efflux pump mplx: 0.1

How did COc1ccc(-c2nn(-c3ccccc3)cc2/C=N/NC(=O)c2cccc(S(=O)(=O)Nc3ccccc3OC)c2)cc1 do in these assays?
CIT2-GFP yeast: 94; RPL19A-GFP yeast: 102; MEP2 TOR yeast: 111; LAP4-GFP MLPCN: 95; CR mimetic SO: 111; AHR activator: 13; AGP1-GFP MLPCN: 93; Efflux pump mplx: 0.0

What do the screens show for `C=CCN1CCN(c2ccncc2S(=O)(=O)N2CCCCC2)CC1`?
CIT2-GFP yeast: 99; RPL19A-GFP yeast: 98; MEP2 TOR yeast: 105; LAP4-GFP MLPCN: 101; CR mimetic SO: 103; AHR activator: -3; AGP1-GFP MLPCN: 97; Efflux pump mplx: 0.2

What do the screens show for `CCOc1ccc(NC(=O)COC(=O)CCCc2c[nH]c3ccccc23)cc1`?
CIT2-GFP yeast: 92; RPL19A-GFP yeast: 96; MEP2 TOR yeast: 95; LAP4-GFP MLPCN: 102; CR mimetic SO: 106; AHR activator: 7; AGP1-GFP MLPCN: 99; Efflux pump mplx: -0.2

What do the screens show for `O=c1c2c3c(sc2nc2n1CCC2)CCCCC3`?
CIT2-GFP yeast: 106; RPL19A-GFP yeast: 97; MEP2 TOR yeast: 109; LAP4-GFP MLPCN: 117; CR mimetic SO: 140; AHR activator: -1; AGP1-GFP MLPCN: 105; Efflux pump mplx: 0.1

What do the screens show for `O=C(CNC(=O)c1ccccc1Br)N/N=C/c1ccc(O)cc1`?
CIT2-GFP yeast: 99; RPL19A-GFP yeast: 97; MEP2 TOR yeast: 98; LAP4-GFP MLPCN: 102; CR mimetic SO: 91; AHR activator: 1; AGP1-GFP MLPCN: 101; Efflux pump mplx: -0.1

What do the screens show for `CC1CCN(C(=O)CC2C(=O)Nc3c2c(=O)n(C)c(=O)n3Cc2ccccc2)CC1` (configuration not stated)?
CIT2-GFP yeast: 108; RPL19A-GFP yeast: 98; MEP2 TOR yeast: 110; LAP4-GFP MLPCN: 104; CR mimetic SO: 115; AHR activator: -1; AGP1-GFP MLPCN: 104; Efflux pump mplx: 0.0

What do the screens show for `COc1cc(NS(=O)(=O)c2ccc(OC)c(C)c2C)c(OC)cc1Cl`?
CIT2-GFP yeast: 98; RPL19A-GFP yeast: 107; MEP2 TOR yeast: 104; LAP4-GFP MLPCN: 105; CR mimetic SO: 98; AHR activator: 2; AGP1-GFP MLPCN: 108; Efflux pump mplx: 0.1

How did Cc1ccc(S(=O)(=O)N2CCN(C)CC2)c2nsnc12 do in these assays?
CIT2-GFP yeast: 102; RPL19A-GFP yeast: 101; MEP2 TOR yeast: 103; LAP4-GFP MLPCN: 100; CR mimetic SO: 85; AHR activator: 2; AGP1-GFP MLPCN: 96; Efflux pump mplx: 0.0

Results for c1ccc(-c2ccc(-c3nc(-c4ccncc4)no3)cc2)cc1 ?
CIT2-GFP yeast: 88; RPL19A-GFP yeast: 99; MEP2 TOR yeast: 104; LAP4-GFP MLPCN: 112; CR mimetic SO: 95; AHR activator: -2; AGP1-GFP MLPCN: 100; Efflux pump mplx: 0.0

How did CC1CCOC(c2coc3ccccc3c2=O)O1 (configuration not stated) do in these assays?
CIT2-GFP yeast: 107; RPL19A-GFP yeast: 106; MEP2 TOR yeast: 103; LAP4-GFP MLPCN: 88; CR mimetic SO: 95; AHR activator: 6; AGP1-GFP MLPCN: 100; Efflux pump mplx: 0.1

What do the screens show for `O=C(NCCCN1CCOCC1)c1ccc2c(c1)N(Cc1ccccc1F)C(=O)c1ccccc1S2=O` (configuration not stated)?
CIT2-GFP yeast: 96; RPL19A-GFP yeast: 97; MEP2 TOR yeast: 96; LAP4-GFP MLPCN: 88; CR mimetic SO: 95; AHR activator: -3; AGP1-GFP MLPCN: 98; Efflux pump mplx: -0.2

Results for Cc1ccc(S(=O)(=O)c2nc(S(=O)(=O)c3ccc(C)cc3)c(N3CCN(CCO)CC3)s2)cc1 ?
CIT2-GFP yeast: 128; RPL19A-GFP yeast: 112; MEP2 TOR yeast: 111; LAP4-GFP MLPCN: 108; CR mimetic SO: 96; AHR activator: 2; AGP1-GFP MLPCN: 120; Efflux pump mplx: -0.3

How did CC(=O)c1ccc(NC(=O)C(C)OC(=O)c2ccc3c(c2)nc(C)n3-c2ccccc2)cc1 (configuration not stated) do in these assays?
CIT2-GFP yeast: 115; RPL19A-GFP yeast: 103; MEP2 TOR yeast: 104; LAP4-GFP MLPCN: 92; CR mimetic SO: 85; AHR activator: 3; AGP1-GFP MLPCN: 97; Efflux pump mplx: 0.0

What do the screens show for `O=C(Nc1ccc(-c2ccccc2)cc1)c1ccc2c(c1)S(=O)(=O)c1ccccc1C2=O`?
CIT2-GFP yeast: 93; RPL19A-GFP yeast: 98; MEP2 TOR yeast: 92; LAP4-GFP MLPCN: 102; CR mimetic SO: 97; AHR activator: -2; AGP1-GFP MLPCN: 86; Efflux pump mplx: 0.0

What do the screens show for `CN(Cc1cnn(Cc2ccccc2)c1)C(=O)c1cccc(S(=O)(=O)N2CCOCC2)c1`?
CIT2-GFP yeast: 91; RPL19A-GFP yeast: 95; MEP2 TOR yeast: 94; LAP4-GFP MLPCN: 95; CR mimetic SO: 92; AHR activator: 2; AGP1-GFP MLPCN: 98; Efflux pump mplx: 0.1

Results for O=C(CN1CCN(c2ccccc2)CC1)Nc1ccncc1 ?
CIT2-GFP yeast: 105; RPL19A-GFP yeast: 103; MEP2 TOR yeast: 111; LAP4-GFP MLPCN: 99; CR mimetic SO: 90; AHR activator: 1; AGP1-GFP MLPCN: 104; Efflux pump mplx: 0.1

How did CC(OC(=O)CN1C(=O)c2ccccc2C1=O)C(=O)N(C)c1ccccc1 (configuration not stated) do in these assays?
CIT2-GFP yeast: 102; RPL19A-GFP yeast: 101; MEP2 TOR yeast: 101; LAP4-GFP MLPCN: 106; CR mimetic SO: 106; AHR activator: 3; AGP1-GFP MLPCN: 108; Efflux pump mplx: -0.1

How did COc1ccc(CC(=O)Nc2c3c(nn2C(C)(C)C)CS(=O)(=O)C3)cc1 do in these assays?
CIT2-GFP yeast: 107; RPL19A-GFP yeast: 95; MEP2 TOR yeast: 99; LAP4-GFP MLPCN: 110; CR mimetic SO: 110; AHR activator: 3; AGP1-GFP MLPCN: 110; Efflux pump mplx: 0.0

Two compounds picked at random from the list so far, as already listed:
What do the screens show for `O=C(CNC(=O)c1ccccc1Br)N/N=C/c1ccc(O)cc1`?
CIT2-GFP yeast: 99; RPL19A-GFP yeast: 97; MEP2 TOR yeast: 98; LAP4-GFP MLPCN: 102; CR mimetic SO: 91; AHR activator: 1; AGP1-GFP MLPCN: 101; Efflux pump mplx: -0.1

What do the screens show for `CN(Cc1cnn(Cc2ccccc2)c1)C(=O)c1cccc(S(=O)(=O)N2CCOCC2)c1`?
CIT2-GFP yeast: 91; RPL19A-GFP yeast: 95; MEP2 TOR yeast: 94; LAP4-GFP MLPCN: 95; CR mimetic SO: 92; AHR activator: 2; AGP1-GFP MLPCN: 98; Efflux pump mplx: 0.1
